From PubChem BioAssay
M1 ag parental: nonselective activator or artifact in parental CHO-K1 cells | Fluo-8 calcium fluorescence; scaled to maximal ATP response, vehicle zero | activation, % at 3 µM | hit rate 0.48% among 360,000; in the data active means activation above about 15%;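 further: untransfected CHO-K1 host cells lacking M1 receptor as counterscreen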
CHO-K1 Ca antag: counter-screen for M1 antagonists: effect in parental CHO-K1 cells; inhibition, % at 3 µM; ATP-induced calcium, Fluo-8 fluorescence; hit rate 0.6% among 360,000; AID 602250;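 active means inhibition above a per-plate cutoff, the plate's mean sample inhibition plus 3 SD, cut at about 24% in these data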;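 further: 0% = DMSO plus EC80 ATP and 100% = DMSO alone without ATP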
TAAR1 agonist: human TAAR1 agonism; activation, % at 3 µM; AID 624467; hit rate 0.99% among 360,000; CHO RD-HGA16 TAAR1, Fluo-8 calcium fluorescence; vehicle wells 0%, saturating PEA agonist 100%; Q96RJ0;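 active means activation above the mean activation of all test compounds in the run plus 3 SD, cut at about 38% in these data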
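Assay system: CHO-derived RD-HGA16 cells with stable Gα16 and human TAAR1; timing: 17-24 h seeding, 75 min 37 °C dye, 30 min RT; read-out: % activation from peak over basal fluorescence ratio, DMSO-to-PEA scaled; measured by: kinetic Fluo-8 calcium fluorescence; benchmarks: low control DMSO, high control PEA (EC100); doses: 3 µM single concentration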
TAAR1 antagonist: antagonists of human TAAR1; Q96RJ0; CHO RD-HGA16 TAAR1, Fluo-8 calcium fluorescence, antagonist; inhibition, % at 3 µM; hit rate 1.5% among 360,000;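 active means inhibition above a per-plate cutoff, the mean inhibition of test compounds on that plate plus 3 SD, cut at about 49% in these data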;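 further: 0% = DMSO plus EC80 beta-PEA response and 100% = DMSO alone without agonist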
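Material: CHO RD-HGA16 cells bearing hTAAR1; compound dosing: one-point dosing, 3 µM nominal final; schedule: dye loading 75 min at 37 °C, then 30 min room temperature; measured by: calcium fluorescence with Fluo-8; control set: vehicle and agonist controls; replication: n of 1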
V1R ag counter: V1a receptor agonism, counter-screen for OXTR agonists; P37288; activation, % at 3 µM; AID 2797; CHO-V1R cells, Fluo-8 calcium fluorescence, agonist mode; 0% DMSO, 100% 3 nM vasopressin; hit rate 0.25% among 320,000;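 active means activation above the mean activation of all tested compounds plus 3 SD, per screening run, cut at about 20% in these data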;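 further: signal is peak over basal fluorescence ratio across a 100 second FLIPR read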
Target sequence (P37288 whole entry, looked up): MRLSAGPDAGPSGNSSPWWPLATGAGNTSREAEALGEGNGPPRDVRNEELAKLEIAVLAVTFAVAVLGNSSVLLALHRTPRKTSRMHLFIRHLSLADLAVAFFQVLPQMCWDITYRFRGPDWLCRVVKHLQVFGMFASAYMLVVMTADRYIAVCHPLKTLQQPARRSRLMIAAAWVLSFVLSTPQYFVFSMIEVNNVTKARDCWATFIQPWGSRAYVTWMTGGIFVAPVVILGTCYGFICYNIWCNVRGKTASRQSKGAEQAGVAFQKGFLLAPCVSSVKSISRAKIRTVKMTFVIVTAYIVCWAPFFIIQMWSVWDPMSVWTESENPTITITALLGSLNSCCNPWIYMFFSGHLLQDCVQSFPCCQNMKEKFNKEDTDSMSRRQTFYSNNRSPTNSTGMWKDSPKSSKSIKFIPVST
CHO parental Ca: counter-screen: ATP calcium response change in parental CHO cells; hit rate 0.63% among 330,000; parental CHO-K1, ATP-induced calcium, Fluo-8 fluorescence; inhibition, % at 5.6 µM;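 active means inhibition above that plate's mean sample inhibition plus 3 SD, cut at about 26% in these data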;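 further: 0% = ATP-challenged DMSO wells and 100% = DMSO wells without ATP; some compounds past the cut are filed as inactive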
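Material: parental CHO cells / Compound: single nominal dose of 5.6 µM per compound / Signal: Fluo-8 fluorescence / Replicates: singlicate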
OXTR potentiator: human OXTR potentiation; CHO-OTR cells, Fluo-8 calcium fluorescence, potentiator mode; 0% = oxytocin EC15, 100% = EC100; activation, % at 3 µM; P30559; hit rate 0.061% among 320,000;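 active means activation above that plate's cutoff, the mean activation of tested compounds plus 3 SD, cut at about 6.6% in these data, passing the limit was not always enough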;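 further: 100% uses oxytocin at 75 nM as the full agonist control; some results filed as inactive read as strong as hits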
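Measured by – Fluo-8 calcium dye fluorescence · Test system – human OTR in CHO cells · Dosing – one concentration, 3.0 µM compound · Controls – EC15 oxytocin alone as 0%, 75 nM oxytocin as 100% · Evaluation – normalized max/min fluorescence ratio, % activation · Timing – 6 min pre-incubation, 100 s read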
M1 ag: human M1 muscarinic receptor agonism | P11229 | CHO-K1 hM1, Fluo-8 calcium fluorescence, agonist mode; 0% DMSO, 100% acetylcholine EC100 | activation, % at 3 µM | hit rate 0.33% among 360,000 | AID 588814;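 active means activation above the run's mean compound activation plus 3 SD, cut at about 16% in these data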;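 further: peak over basal fluorescence ratio within a 140 s kinetic read after compound addition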
Target sequence (P11229 whole entry, looked up): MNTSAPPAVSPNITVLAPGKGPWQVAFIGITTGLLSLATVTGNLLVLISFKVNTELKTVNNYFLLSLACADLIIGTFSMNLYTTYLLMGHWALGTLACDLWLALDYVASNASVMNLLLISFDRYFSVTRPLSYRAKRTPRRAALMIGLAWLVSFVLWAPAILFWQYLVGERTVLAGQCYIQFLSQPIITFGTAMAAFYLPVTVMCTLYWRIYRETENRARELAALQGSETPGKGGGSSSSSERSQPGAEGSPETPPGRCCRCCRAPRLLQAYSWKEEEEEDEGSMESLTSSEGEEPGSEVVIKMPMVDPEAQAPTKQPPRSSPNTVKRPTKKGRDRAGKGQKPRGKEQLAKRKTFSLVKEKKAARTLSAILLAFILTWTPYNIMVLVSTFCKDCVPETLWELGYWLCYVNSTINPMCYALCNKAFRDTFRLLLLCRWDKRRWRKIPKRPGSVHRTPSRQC
CHO-K1 Ca PAM: counter-screen for M1 PAMs: effect in parental CHO-K1 cells; ATP EC20, Fluo-8 calcium fluorescence; 0% at ATP EC20, 100% at ATP max; activation, % at 3 µM; hit rate 0.02% among 360,000;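 active means activation above the run cutoff, the mean activation of all test compounds plus 3 SD, cut at about 40% in these data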;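 further: peak over basal fluorescence ratio in a 140 s read after ATP addition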
Active calls of the source: *; x = not tested or not shown.

SMILES	M1 ag parental	CHO-K1 Ca antag	TAAR1 agonist	TAAR1 antagonist	V1R ag counter	CHO parental Ca	OXTR potentiator	M1 ag	CHO-K1 Ca PAM
CCOC(=O)N1CCC(NC(=O)C(CC(C)C)NC(=O)C2CCCCC2)CC1 (configuration not stated)	0.3	-1	2	-14	-0.1	-20	-17	-2	3
O=C(O)CCN=C1CCCc2ccccc2N1	-0.4	-4	1	-4	0.8	-4	-6	-1	10
Cn1c(-c2ncc(F)cc2F)cc2onc(-c3c(F)cccc3Cl)c2c1=O	1.6	-6	11	9	2.1	-13	-5	-7	10
COc1ccc2occ(C(C)=O)c2c1	0.2	3	14	-8	-0.8	2	-3	-1	-2
CN1C(=O)C2C3c4ccccc4C(c4ccccc43)[C@@H]2C1=O (some centres not stated)	1.6	-17	4	-6	-0.2	-3	-9	-9	21
Oc1oc(-c2ccccc2)nc1C=NCc1ccccc1	0.3	-10	-3	-5	1.1	-9	-11	-4	-8
COc1ccc(C(=O)N[C@H](C(=O)OCCCOC(=O)[C@@H](NC(=O)c2ccc(OC)cc2)C(C)C)C(C)C)cc1	5.5	-16	-2	8	x	x	x	-2	14
Cc1cc2ccccc2n1CCNC(=O)C1CCCC1	1.4	-5	5	-8	2.2	-4	-6	-4	17
CCOc1ccc(S(=O)(=O)NCc2ccncc2)cc1NC(=O)c1ccccc1	1.5	22	2	4	1.5	12	-11	-2	-7
CCSC1=C(C#N)C(c2cccc(Br)c2)CC(=O)N1 (configuration not stated)	1.1	-16	0	6	0.1	-8	0	-5	12
CCc1ccccc1NS(=O)(=O)c1ccc2[nH]cc(C(=O)NCc3ccco3)c(=O)c2c1	0.5	-12	1	18	1.5	8	-6	-4	20
CCCCCOc1ccc(C(=O)NCC2(c3ccccc3)CCOCC2)cc1	-0.3	-7	12	-6	0.6	-13	-6	-11	-9
Cc1ccc(S(=O)(=O)N2C[C@@H]3[C@H]4CC[C@H](C4)[C@@H]3[C@@H](C)[C@@H]2c2cn(Cc3ccccc3)c3ccc(F)cc23)cc1	-0.2	-3	1	1	x	-5	x	-3	-10
COCCn1ccc2c(OCC(=O)NCc3ccccc3)cccc2c1=O	0.3	7	2	-3	-1.0	-22	-7	-3	17
CCc1nc2c(OCc3cccc(Cl)c3)cccn2c1N(C)C(=O)Nc1ccccc1OC	-0.3	-3	3	-50	x	x	x	-8	13
COC(=O)/C(=N/Nc1cccc(C)c1)N1CCCc2ccccc21	0.0	-8	2	7	1.2	-17	-20	-5	-1
Cc1cc(N/N=C/c2cccc([N+](=O)[O-])c2)nc(-n2nc(C)cc2C)n1	3.0	-1	1	-15	0.1	-22	-6	-2	17
CC(C)(C)CNC(CO)C12CC3CC(CC(C3)C1)C2 (configuration not stated)	0.6	-6	3	-1	0.0	1	-11	-9	13
O=C(c1ccccc1)N1CCN(C(=O)N2CCCCC2)CC1	1.3	-11	2	10	0.3	-4	-4	-3	16
C/C(=C\C(=O)c1ccc(F)cc1)NCc1ccc2c(c1)OCO2	0.7	0	3	16	3.1	-11	-21	-2	10
CNC(=O)N1c2ccccc2C=Cc2ccccc21	0.0	-6	0	0	0.1	-3	-6	-6	2
COc1cccc(C=Nc2ccc(N3CCOCC3)cc2)c1O	11	7	0	6	-0.7	-14	-19	0	4
Cc1c(C(=O)N2CCC(Cc3ccccc3)CC2)cccc1[N+](=O)[O-]	1.2	-1	4	-2	0.7	-20	-3	-9	13
C=CCn1c(SCC(O)Cn2c3ccccc3c3ccccc32)nnc1-c1ccco1 (configuration not stated)	2.0	-8	10	39	3.1	-8	-9	3	16
Cc1ccc(C(=O)COC(=O)c2ccccc2N2C(=O)C3C4CCC(C4)C3C2=O)cc1C (configuration not stated)	0.1	0	11	7	-1.2	-14	1	-4	9
COc1ccc(CNC(=O)COc2cc(=O)n(C)c3ccccc23)cc1	0.2	1	1	8	-0.7	-5	-2	-8	-1
CCCc1c(C(=O)N/N=C(\C)c2cc(C)sc2C)nnn1-c1nonc1N	0.2	-5	1	-26	x	x	x	0	-13
CN(C(=O)CCc1nc2ccccc2c(=O)[nH]1)C1CCS(=O)(=O)C1 (configuration not stated)	0.4	-9	16	-3	0.2	10	-3	-2	-2
COc1ccccc1-c1noc(CCCC(=O)NC2CCCC2)n1	0.9	-9	-1	-1	0.7	1	-4	-3	23
Cc1nc2ccccc2c(=O)n1/N=C/c1cccs1	0.6	3	0	-13	-0.6	-11	2	-9	12
Cc1ccc(C(C)C)c(OCC(=O)c2c(O)c3ccccc3oc2=O)c1	0.2	2	-6	7	1.9	-8	-7	-2	-4
O=c1c2cccnc2[nH]c(=S)n1CCC1=CCCCC1	0.3	17	5	-9	1.2	6	-11	0	-8
CCOC(=O)CSc1nnc(-c2cccnc2)n1Cc1ccccc1	0.5	-2	3	-11	1.0	1	-5	-1	15
CC(C)(C)OC(=O)N1CCCC(C(=O)Nc2cccc(C(=O)N3CCCCC3)c2)C1 (configuration not stated)	0.6	-3	0	0	x	x	x	-1	9
CN1CCN(Cc2nc3ccccc3n2C)CC1CCO (configuration not stated)	1.1	-11	0	-3	0.7	-16	4	-4	17
COc1ccc(NC(=O)CCCn2cnc3ccccc3c2=O)cc1	3.7	-5	5	-14	0.5	-15	-3	-4	-12
COc1ccc(CNC(=O)c2cnc(C)cn2)cc1	-0.2	-18	2	8	0.5	-7	-8	-1	7
CN(C)C(=O)CSc1nnc(CCCCCNC(=O)OC(C)(C)C)o1	0.3	-3	18	-6	0.8	-8	-5	-4	13
COc1ccc(C(=O)c2c3ccc(OC)cc3[n+]([O-])n2Cc2ccc(C(N)=O)cc2)cc1	0.3	-12	4	13	0.3	-2	-6	-1	-12
Cc1ccc(CN2CCN(/N=C/c3ccc(N(C)C)cc3)CC2)cc1	0.9	-8	1	-24	-0.2	-1	-8	-5	-3
CCC/C(=N\NC(=O)C1CCCC1)c1ccccc1	0.8	-21	2	-21	0.4	1	-2	-3	25
CCn1c(SC(C)C(=O)Nc2ccc(N3CCOCC3)cc2)nnc1C1CC1 (configuration not stated)	-0.3	-1	-1	-4	0.1	-11	1	-2	4
Nn1c(SCC(=O)N2CCCCCC2)nnc1-c1ccco1	0.0	4	-1	-5	-0.4	-5	-2	-3	-20
Cc1ccc(C(=O)OCC(=O)NC(=O)Cc2ccccc2)c(O)c1	0.5	12	14	0	3.8	3	-6	0	-23
COc1ccc(CN2CCC(C)(Oc3ccc4c(c3)OCO4)C2)c2ccccc12 (configuration not stated)	-0.5	-8	0	2	x	x	x	-4	18
N#CCN1C(=O)NC2(CCCc3sccc32)C1=O (configuration not stated)	-0.1	7	-1	14	0.6	1	8	3	-15
COC(=O)c1ccc(Cn2c(O)c(N=NC(N)=S)c3ccccc32)o1	-0.1	-15	-3	-38	-1.6	-9	2	-4	3
CCCCCc1c(CC)ncn1CCc1ccccc1OC	2.8	20	48*	53*	x	x	x	x	-9
CC1CC(Nc2ccccc2N)=CC(=O)O1 (configuration not stated)	-0.1	9	9	-6	0.2	-9	-6	0	-4
CCCc1nc2oc3ccccc3c(=O)c2c(=O)n1CCCOC	2.0	-5	4	-4	-0.8	-22	-2	-4	22
Cc1ccccc1C(=O)NC1CCN(Cc2nnnn2C2CCCC2)CC1	0.3	12	13	7	1.5	-5	0	0	-7
CCC/C(O)=C1\C(=O)CCCC1=NC(C)C(=O)O (configuration not stated)	0.1	-19	2	-23	0.8	-6	-11	2	18
CN(C)C(=O)CCc1ccc2c3c([nH]c2c1)[C@]1(C)[C@@H](C(=O)N2CCOCC2)C[C@H](CC(=O)NC(C)(C)C)C(=O)N1CC3	0.3	-11	1	-8	x	-9	x	-3	5
COc1ccc(NCc2nnc(SCC#N)n2-c2ccccc2OC)cc1	0.3	-11	14	-14	-0.1	-2	-8	-3	20
CS(=O)(=O)c1ccccc1C(=O)Nc1ccc(-c2nc3ccccc3[nH]2)cc1	0.8	-4	4	15	-0.2	-15	-7	-2	28

Structures shown so far that have an aryl methoxy group, in the order listed:
SMILES	M1 ag parental	CHO-K1 Ca antag	TAAR1 agonist	TAAR1 antagonist	V1R ag counter	CHO parental Ca	OXTR potentiator	M1 ag	CHO-K1 Ca PAM
COc1ccc2occ(C(C)=O)c2c1	0.2	3	14	-8	-0.8	2	-3	-1	-2
COc1ccc(C(=O)N[C@H](C(=O)OCCCOC(=O)[C@@H](NC(=O)c2ccc(OC)cc2)C(C)C)C(C)C)cc1	5.5	-16	-2	8	x	x	x	-2	14
CCc1nc2c(OCc3cccc(Cl)c3)cccn2c1N(C)C(=O)Nc1ccccc1OC	-0.3	-3	3	-50	x	x	x	-8	13
COc1cccc(C=Nc2ccc(N3CCOCC3)cc2)c1O	11	7	0	6	-0.7	-14	-19	0	4
COc1ccc(CNC(=O)COc2cc(=O)n(C)c3ccccc23)cc1	0.2	1	1	8	-0.7	-5	-2	-8	-1
COc1ccccc1-c1noc(CCCC(=O)NC2CCCC2)n1	0.9	-9	-1	-1	0.7	1	-4	-3	23
COc1ccc(NC(=O)CCCn2cnc3ccccc3c2=O)cc1	3.7	-5	5	-14	0.5	-15	-3	-4	-12
COc1ccc(CNC(=O)c2cnc(C)cn2)cc1	-0.2	-18	2	8	0.5	-7	-8	-1	7
COc1ccc(C(=O)c2c3ccc(OC)cc3[n+]([O-])n2Cc2ccc(C(N)=O)cc2)cc1	0.3	-12	4	13	0.3	-2	-6	-1	-12
COc1ccc(CN2CCC(C)(Oc3ccc4c(c3)OCO4)C2)c2ccccc12 (configuration not stated)	-0.5	-8	0	2	x	x	x	-4	18
CCCCCc1c(CC)ncn1CCc1ccccc1OC	2.8	20	48*	53*	x	x	x	x	-9
COc1ccc(NCc2nnc(SCC#N)n2-c2ccccc2OC)cc1	0.3	-11	14	-14	-0.1	-2	-8	-3	20
